ERb SRC1 inh = inhibitors of ERβ-SRC1 coactivator interaction, primary screen, biochemical, TR-FRET, ERβ LBD, SRC-1 peptide. Estrogen receptor beta (Homo sapiens), Q92731. TR-FRET ER-beta LBD / SRC1-Cy5 peptide binding; receptor agonist-loaded with 1 µM estradiol. inhibition, % at 25.6 µM. 86,000 compounds, 1.3% hits. AID 633, 2007;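 active means compounds whose percent inhibition of the receptor-coactivator binding signal exceeds about 50% in the single-dose screen, limit read from the data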;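 further: 0% = receptor plus peptide wells without compound and 100% = peptide-only wells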
Target sequence (Q92731 whole entry, looked up, the tested form may be a part): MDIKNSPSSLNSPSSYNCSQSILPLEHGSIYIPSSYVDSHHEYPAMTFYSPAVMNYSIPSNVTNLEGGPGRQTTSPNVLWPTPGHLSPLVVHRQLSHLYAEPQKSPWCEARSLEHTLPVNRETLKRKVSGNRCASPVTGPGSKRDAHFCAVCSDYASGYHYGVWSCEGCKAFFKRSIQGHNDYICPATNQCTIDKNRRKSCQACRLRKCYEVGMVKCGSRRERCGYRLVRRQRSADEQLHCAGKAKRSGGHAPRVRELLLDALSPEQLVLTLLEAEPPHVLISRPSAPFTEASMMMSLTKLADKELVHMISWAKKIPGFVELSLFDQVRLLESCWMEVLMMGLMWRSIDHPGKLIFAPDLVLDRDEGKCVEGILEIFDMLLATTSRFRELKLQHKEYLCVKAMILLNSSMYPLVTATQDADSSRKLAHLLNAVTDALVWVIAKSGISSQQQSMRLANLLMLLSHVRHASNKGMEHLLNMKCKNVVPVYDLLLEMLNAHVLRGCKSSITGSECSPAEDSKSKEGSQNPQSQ
Mac1 fbg enh = enhancers of CD11b/CD18 adhesion to fibrinogen, primary screen, K562 cells, luminescence. ATPlite luminescence. activation, % at 10 µM. 93,000 compounds, 0.07% hits. AID 1499, 2009;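 active means 10 µM primary screen giving 50% or more activity, confirmed by 40% or more on retest at that dose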; further: strong numbers were not always called active; reference of the scale not given here
Mac1 fbg inh = inhibitors of CD11b/CD18 adhesion to fibrinogen, primary screen, K562 cells, luminescence; AID 1497, 2009; ATPlite luminescence; Mn2+ added to activate the integrin; inhibition, % at 10 µM; 93,000 compounds, 0.54% hits;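 active means primary inhibition of 50% or more at 10 µM, then 40% or more on retest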; further: some results filed as inactive read as strong as hits
ERa coact pot = enhancers of ERα–SRC-1 coactivator binding, primary screen, biochemical, TR-FRET, ERα LBD, low estradiol. Estrogen receptor (Homo sapiens), P03372. TR-FRET ERalpha-LBD/SRC-Cy5 coactivator binding, 2 h; 100 = basal binding, no effect. coactivator binding (% of control), % at 25.6 µM. 86,000 compounds, 1.3% hits; in the data active means activity above about 200%;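 further: binding measured in presence of low estradiol as agonist stimulus; 0% = peptide alone without receptor and 100% = receptor with peptide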
ERa SRC1 inh = ERα–SRC-1 coactivator interaction inhibitors, primary screen, biochemical, TR-FRET, ERα LBD, estradiol-bound | TR-FRET ER-alpha LBD / SRC-1 peptide | inhibition, % at 25.6 µM | 86,000 compounds, 1.7% hits | AID 629, 2007; in the data active means inhibition above about 50%;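 further: 0% = receptor plus peptide control and 100% = peptide only without receptor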
Active calls of the source: *; nt = not tested or not shown; [ ] = another dose, or the depositor's remark. These rows are one share of the data (hit frequency here may not be typical).

item | canonical_smiles | ERb SRC1 inh | Mac1 fbg enh | Mac1 fbg inh
1 | CCOC(=O)c1cc2c(cn1)[nH]c1ccccc12 | 39[fluorescence artefact?] | nt | nt
2 | CC(N)Cc1c[nH]c2cc3c(cc12)OCCO3 (stereo not given) | 9 | nt | nt
3 | c1ccc2c(c1)[nH]c1cnccc12 | -6 | nt | nt
4 | c1ccc2c3c([nH]c2c1)CNCC3 | 2 | nt | nt
5 | CCCC(=O)OCC[N+](C)(C)C | 5 | nt | nt
6 | CC(=O)Nc1cc([As](=O)(O)O)ccc1O | 0 | nt | nt
7 | Cc1ccc(CN2CCN(C)CC2)c(C)c1 | -2 | nt | nt
8 | C=CCn1c(O)c(/C=C2/C=CC=N2)c(=O)[nH]c1=O | nt | 3 | 17
9 | COc1ccc(NP(=O)(Nc2ccc(OC)cc2)Oc2ccccc2)cc1 | nt | 0 | 3
10 | CCN(C(=O)Oc1ccccc1)c1ccc(C(O)(C(=O)OC)C(F)(F)F)cc1 (stereo not given) | nt | -4 | 1
11 | Cc1ccc(-c2nc3ccccc3c(=O)n2-c2ccncc2)cc1 | nt | -1 | 7
12 | Cc1c(C(c2ccccc2Cl)c2c(O)c3ccccc3oc2=O)c(=O)n(-c2ccccc2)n1C (stereo not given) | nt | -4 | -19

item | ERa coact pot | ERa SRC1 inh
1 | 92 | 13
2 | 104 | 14
3 | 92 | -1
4 | 98 | -7
5 | 96 | -9
6 | 110 | -13
7 | 105[fluorescence artefact?] | 7
8 | nt | nt
9 | nt | nt
10 | nt | nt
11 | nt | nt
12 | nt | nt

(next part)
item | canonical_smiles | ERb SRC1 inh | Mac1 fbg enh | Mac1 fbg inh
13 | O=C(COC(=O)c1ccc(O)cc1)Nc1ccc(Cl)cc1C(=O)c1ccccc1 | nt | 5 | -6
14 | CN(C)c1ccc(C=C(C#N)C#N)cc1 | nt | -6 | 3
15 | CC(C)OP(=O)(OC(C)C)C(O)c1ccccc1F (stereo not given) | nt | 4 | 6
16 | Cc1nc2ccc(Cl)cc2c(-c2ccccc2)c1C(=O)O | nt | 4 | -12
17 | O=c1[nH]c(=O)n(Cc2ccco2)c(O)c1/C=N/N1CCCCC1 | nt | 2 | -14
18 | O=P(c1ccccc1)(c1ccccc1)N1CCCCC1 | nt | -1 | 5
19 | Cc1ccccc1-n1c(-c2ccc([N+](=O)[O-])cc2)nc2ccccc2c1=O | nt | 7 | -9
20 | O=C(CN1CC=C(c2ccccc2)CC1)Nc1c(Cl)cccc1Cl | nt | -4 | 5
21 | N#CCCn1cc(C(=O)Nc2ccccc2Br)c(-c2ccc3c(c2)OCCO3)n1 | nt | -2 | -2
22 | COc1ccc(C2C([N+](=O)[O-])=C(N)Oc3c2c(=O)oc2ccccc32)cc1 (stereo not given) | nt | 1 | 6
23 | Cc1ccc(C)c(OCC(=O)N2CCCN(C)CC2)c1 | nt | 4 | -2
24 | Cc1nn(Cc2ccccc2Cl)c(C)c1C(=O)OCC(=O)N1CC(C)OC(C)C1 (stereo not given) | nt | 2 | -4

item | ERa coact pot | ERa SRC1 inh
13 | nt | nt
14 | nt | nt
15 | nt | nt
16 | nt | nt
17 | nt | nt
18 | nt | nt
19 | nt | nt
20 | nt | nt
21 | nt | nt
22 | nt | nt
23 | nt | nt
24 | nt | nt

Sorted by number of heavy atoms (smallest number first): part of the list above
item | canonical_smiles | ERb SRC1 inh | Mac1 fbg enh | Mac1 fbg inh
5 | CCCC(=O)OCC[N+](C)(C)C | 5 | nt | nt
4 | c1ccc2c3c([nH]c2c1)CNCC3 | 2 | nt | nt
6 | CC(=O)Nc1cc([As](=O)(O)O)ccc1O | 0 | nt | nt
7 | Cc1ccc(CN2CCN(C)CC2)c(C)c1 | -2 | nt | nt
2 | CC(N)Cc1c[nH]c2cc3c(cc12)OCCO3 (stereo not given) | 9 | nt | nt
8 | C=CCn1c(O)c(/C=C2/C=CC=N2)c(=O)[nH]c1=O | nt | 3 | 17
15 | CC(C)OP(=O)(OC(C)C)C(O)c1ccccc1F (stereo not given) | nt | 4 | 6
23 | Cc1ccc(C)c(OCC(=O)N2CCCN(C)CC2)c1 | nt | 4 | -2
16 | Cc1nc2ccc(Cl)cc2c(-c2ccccc2)c1C(=O)O | nt | 4 | -12
17 | O=c1[nH]c(=O)n(Cc2ccco2)c(O)c1/C=N/N1CCCCC1 | nt | 2 | -14
20 | O=C(CN1CC=C(c2ccccc2)CC1)Nc1c(Cl)cccc1Cl | nt | -4 | 5
19 | Cc1ccccc1-n1c(-c2ccc([N+](=O)[O-])cc2)nc2ccccc2c1=O | nt | 7 | -9
10 | CCN(C(=O)Oc1ccccc1)c1ccc(C(O)(C(=O)OC)C(F)(F)F)cc1 (stereo not given) | nt | -4 | 1
13 | O=C(COC(=O)c1ccc(O)cc1)Nc1ccc(Cl)cc1C(=O)c1ccccc1 | nt | 5 | -6

item | ERa coact pot | ERa SRC1 inh
5 | 96 | -9
4 | 98 | -7
6 | 110 | -13
7 | 105[fluorescence artefact?] | 7
2 | 104 | 14
8 | nt | nt
15 | nt | nt
23 | nt | nt
16 | nt | nt
17 | nt | nt
20 | nt | nt
19 | nt | nt
10 | nt | nt
13 | nt | nt

item | canonical_smiles | ERb SRC1 inh | Mac1 fbg enh | Mac1 fbg inh
12 | Cc1c(C(c2ccccc2Cl)c2c(O)c3ccccc3oc2=O)c(=O)n(-c2ccccc2)n1C (stereo not given) | nt | -4 | -19

item | ERa coact pot | ERa SRC1 inh
12 | nt | nt

(list continues)
item | canonical_smiles | ERb SRC1 inh | Mac1 fbg enh | Mac1 fbg inh
25 | O=[N+]([O-])c1ccc(C2[C@H]3C(c4ccccc4)=NC4(CCCCC4)N23)cc1 (stereo not given in full) | nt | -1 | -5
26 | Cc1cccc(C(O)(C(=O)NNC(=O)CN2CCN(C)CC2)c2cccc(C)c2)c1 | nt | -3 | 2
27 | Fc1cccc(C2NCCc3[nH]cnc32)c1 (stereo not given) | nt | -4 | -1
28 | O=C1NC(=O)N(c2ccc(F)cc2)C(=O)/C1=C/c1ccc2c(c1)CCCN2Cc1ccccc1 | nt | 77 | 3
29 | CN1CCN(c2ccc([N+](=O)[O-])c(NCC3CCCO3)c2)CC1 (stereo not given) | nt | 6 | -12
30 | CCOc1ccc(NC(=O)c2c(C)nn(Cc3ccccc3)c2Cl)cc1 | nt | 4 | 9
31 | CCC1CCCCN1CC(=O)c1ccc(OC(F)F)cc1 (stereo not given) | nt | -1 | 1
32 | C/C(=N\N1CCN(C)CC1)c1c(O)n(Cc2ccccc2)c(=O)[nH]c1=O | nt | -1 | 5
33 | COc1ccc(C(C)=O)cc1CC(C(=O)c1ccc(F)cc1)N(C)C (stereo not given) | nt | 6 | 9
34 | CCOP(=O)(OCC)C(NC(=O)c1ccccc1)=C(Cl)Cl | nt | 2 | -16
35 | CN1C(=O)N(C)C(=O)C2(Cc3cc([N+](=O)[O-])ccc3N(C)C2c2ccccc2)C1=O (stereo not given) | nt | 0 | 0
36 | Cc1ccc(-n2c(O)c(/C=N/N3CCCCC3c3cccnc3)c(=O)[nH]c2=S)cc1 (stereo not given) | nt | 2 | 12

item | ERa coact pot | ERa SRC1 inh
25 | nt | nt
26 | nt | nt
27 | nt | nt
28 | nt | nt
29 | nt | nt
30 | nt | nt
31 | nt | nt
32 | nt | nt
33 | nt | nt
34 | nt | nt
35 | nt | nt
36 | nt | nt

Remaining list, next part:
item | canonical_smiles | ERb SRC1 inh | Mac1 fbg enh | Mac1 fbg inh
37 | COc1ccc(Nc2ncc(C(=O)N3CCC4(CC3)OCCO4)c3ccccc23)cc1 | nt | -1 | -7
38 | C/C(=N\Nc1cccc2ccccc12)c1c(O)n(Cc2ccccc2)c(=O)[nH]c1=O | nt | 0 | -18
39 | O=C(COC(=O)c1cccc(O)c1)Nc1ccc(Cl)cc1C(=O)c1ccccc1 | nt | -6 | 60
40 | NC(=O)c1ccc(N=Nc2c(O)[nH]c(=O)[nH]c2=O)cc1 | nt | 14 | -19
41 | CN1CCC2(CC1)C(C#N)=C(N)NC(S)=C2C#N | nt | 10 | -1
42 | N#CCCn1cc(C(=O)Nc2ccccc2Br)c(-c2ccc([N+](=O)[O-])cc2)n1 | nt | -2 | 33
43 | O=c1[nH]c(=S)n(C2CC2)c(O)c1/C=N/Nc1ccccc1 | nt | 0 | -17
44 | COc1ccc(NC(c2ccccc2)P(=O)(Oc2ccccc2)Oc2ccccc2)cc1 (stereo not given) | nt | 8 | 6

item | ERa coact pot | ERa SRC1 inh
37 | nt | nt
38 | nt | nt
39 | nt | nt
40 | nt | nt
41 | nt | nt
42 | nt | nt
43 | nt | nt
44 | nt | nt

Sorted by molecular weight (lowest first): part of the list above.
item | canonical_smiles | ERb SRC1 inh | Mac1 fbg enh | Mac1 fbg inh
43 | O=c1[nH]c(=S)n(C2CC2)c(O)c1/C=N/Nc1ccccc1 | nt | 0 | -17
37 | COc1ccc(Nc2ncc(C(=O)N3CCC4(CC3)OCCO4)c3ccccc23)cc1 | nt | -1 | -7
42 | N#CCCn1cc(C(=O)Nc2ccccc2Br)c(-c2ccc([N+](=O)[O-])cc2)n1 | nt | -2 | 33

item | ERa coact pot | ERa SRC1 inh
43 | nt | nt
37 | nt | nt
42 | nt | nt
